Assay outcomes: PubChem, several laboratories
PvdQ acylase: P. aeruginosa PvdQ acylase inhibition; purified PvdQ acylase, fluorescence plate reader; inhibition, % at 10 µM; 340,000 compounds, 0.063% hits; AID 488965; in the data active = inhibition above about 30%, passing the limit was not always enough; inconclusive = no clear call, values can overlap the other calls;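 note: 0% = vehicle neutral wells and 100% = reference inhibitor wells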
Mot1-301 SUMO: blocks SUMOylation pathway, rescuing yeast Mot1-301 growth; S. cerevisiae Mot1-301 growth rescue, ATP luminescence, 38.5C; percent above DMSO median, 100 means doubled; growth rescue, % at 18.8 µM; 320,000 compounds, 1% hits;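 active = every valid replicate shows activation above 250% relative to neutral control wells; inactive = the rest, any valid replicate at or below 250%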;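 note: OY570 slx delta 5 strain wells were the positive control but not used for scaling; some compounds called inactive have numbers as strong as hits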
NSD2 HMT inh: NSD2 (human) methyltransferase inhibition. O96028. NSD2 peptide methylation, AlphaScreen, 120 min. inhibition, % at 12.5 µM. 310,000 compounds, 0.54% hits. AID 743445; in the data active = inhibition above about 50%
C-LANA FP: KSHV C-LANA DNA binding inhibition; MBP-C-LANA/FAM-LBS DNA binding, fluorescence polarization; inhibition, % at 9 µM; 340,000 compounds, 0.078% hits; AID 504423;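 active = highest replicate inhibition at or above 60% at 9 µM, even if other replicates fall short; inactive = all replicates below 60% inhibition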;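 note: 0% = neutral control wells and 100% = 4 µM acridine orange control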
dFosB act: enhances mouse delta FosB homodimer DNA binding; purified delta FosB, TAMRA-CDK5 oligo fluorescence polarization; percent of positive-control signal above neutral wells; activation, % at 25 µM; 340,000 compounds, 0.99% hits;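 active = mean activation above about 17%, with every replicate also reaching it, limit read from the data, passing the limit was not always enough; inconclusive = only one of the two conditions met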;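 note: fluorescence polarization rise as delta FosB binds a TAMRA Cdk5 AP-1 oligo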
Target sequence (P13346 whole entry, looked up): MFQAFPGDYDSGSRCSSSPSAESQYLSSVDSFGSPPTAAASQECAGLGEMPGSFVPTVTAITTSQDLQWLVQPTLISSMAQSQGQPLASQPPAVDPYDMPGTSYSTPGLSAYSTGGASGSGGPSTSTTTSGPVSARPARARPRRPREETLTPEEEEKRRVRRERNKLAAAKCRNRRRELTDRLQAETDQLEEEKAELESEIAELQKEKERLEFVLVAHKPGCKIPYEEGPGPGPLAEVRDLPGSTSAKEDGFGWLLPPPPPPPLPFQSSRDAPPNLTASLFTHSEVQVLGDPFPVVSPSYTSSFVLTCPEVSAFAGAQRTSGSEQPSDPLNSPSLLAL
Keap1-Nrf2 PPI: Keap1-Nrf2 (human) interaction inhibition; Keap1 Kelch-Nrf2 peptide fluorescence polarization, 1536-well; inhibition, % at 9.4 µM; 340,000 compounds, 0.15% hits; in the data active = inhibition above about 12%; inconclusive = no clear call, values can overlap the other calls; inactive = below about 7.3%;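 note: human Keap1 Kelch domain with fluorescein labeled Nrf2 9mer peptide probe; 0% = neutral control wells and 100% = peptide positive control; higher means more block of Keap1 binding to Nrf2 peptide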
PfHsp90 yeast 2: inhibits growth of yeast expressing Plasmodium falciparum Hsp90; 310,000 compounds, 0.32% hits; inhibition, % at 9.4 µM; AID 504621; S. cerevisiae expressing PfHsp90, BacTiter-Glo ATP, 48 h; yeast lacking PDR1 and PDR3 efflux regulators;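 active = every replicate shows inhibition above about 80%, whatever the replicate mean, limit read from the data; inconclusive = mean inhibition reaches the set limit but some replicate falls short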;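 note: 0% = DMSO neutral controls and 100% = 20 µM radicicol positive controls; yeast relying on Plasmodium falciparum Hsp90 in place of its own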
cardiac RTF act: cardiac RTF calcium sensitization; IANBD-labeled TnC RTF fluorescence at EC20 calcium; 0% EC20 calcium, 100% full calcium; activation, % at 7.2 µM; 340,000 compounds, 0.24% hits; AID 493008;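 active = activation above the mean over all tested compounds plus 3 SD, cut at about 30% in these data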;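 note: rise in fluorescence read as greater calcium sensitivity of cardiac thin filaments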
Rtt109 HAT inh: inhibitors of Candida albicans Rtt109/Vps75 histone acetyltransferase; Q5AAJ8; purified Rtt109/Vps75, ThioGlo CoA-SH fluorescence, 4 h; inhibition, % at 34.9 µM; 330,000 compounds, 0.16% hits; AID 540336;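 active = inhibition of at least 50% in every replicate; inconclusive = best replicate reaches 50% inhibition but some replicates fall short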
Target sequence (Q5AAJ8 whole entry, looked up): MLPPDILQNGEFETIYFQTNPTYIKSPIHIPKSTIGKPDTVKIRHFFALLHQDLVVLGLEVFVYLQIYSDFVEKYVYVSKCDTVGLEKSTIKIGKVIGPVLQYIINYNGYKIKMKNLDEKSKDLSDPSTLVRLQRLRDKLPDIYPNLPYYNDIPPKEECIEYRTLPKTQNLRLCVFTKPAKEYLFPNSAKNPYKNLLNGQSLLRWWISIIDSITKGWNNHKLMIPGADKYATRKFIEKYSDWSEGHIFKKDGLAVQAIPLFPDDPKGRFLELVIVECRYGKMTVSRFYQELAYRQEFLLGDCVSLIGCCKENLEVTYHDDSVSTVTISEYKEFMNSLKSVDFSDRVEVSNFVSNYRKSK
Cardiac RTF inh: cardiac RTF calcium desensitization | IANBD-labeled cardiac RTF, Ca2+ fluorescence | inhibition, % at 7.15 µM | 340,000 compounds, 0.12% hits | AID 493244;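 active = inhibition above the mean inhibition of all tested compounds plus 3 SD, cut at about 17% in these data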;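 note: assay run at fixed EC70 calcium of 1.6 mM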
CDK5 p35 inh: blocks human CDK5/p35 kinase activity; Q00535+Q15078; Recombinant CDK5/p35, ADP-Glo luminescence, 60 min; inhibition, % at 10 µM; 330,000 compounds, 0.01% hits; AID 488839;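 active = highest replicate inhibition of at least 50% and at least 75% of replicates reaching 50%; inconclusive = only one of the two criteria met; inactive = both criteria failed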;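 note: plate controls were DMSO neutral control for no effect and GW8510 at 10 µM for full effect; many of its hits are not listed in these tables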
Starred values were filed as active, the others as inactive; ? = inconclusive; nt = not tested or not shown.

structure	PvdQ acylase	Mot1-301 SUMO	NSD2 HMT inh	C-LANA FP	dFosB act	Keap1-Nrf2 PPI	PfHsp90 yeast 2	cardiac RTF act	Rtt109 HAT inh	Cardiac RTF inh	CDK5 p35 inh
COc1ccc(/C=N/NC(=O)c2cccnc2)cc1CN1CCN(c2ccc(F)cc2)CC1	-2	14	0	-0.9	-15	-6	nt	8	-3	1	-1.2
COc1cccc(NC(=O)COc2cccnc2[N+](=O)[O-])c1	11	9	-3	-0.5	-5	-4	-14	-4	17	2	13
Cc1ccc2nc(-c3ccc(NC(=O)CN4C(=O)NC(C)(c5ccc(OC(F)F)cc5)C4=O)cc3)sc2c1 (configuration not stated)	-25	6	-2	-0.2	14	-3	-21	12	-10	1	-3.3
COc1cc(OC)c(C(=O)Nc2ccc(S(=O)(=O)N3CCCCC3)cc2)cc1OC	-15	8	-2	-0.1	1	0	-23	-15	-11	4	0.3
O=C(O)CCCN=Cc1c(O)c2ccccc2oc1=O	-8	3	5	-0.7	1	4	19	nt	-7	nt	-0.1
COc1ccc(C(CNC(=O)C(C)Sc2ccccc2)N2CCOCC2)cc1 (configuration not stated)	-13	nt	-2	2.7	2	1	-4	7	-1	-3	1.0
COc1ccc(NC(=O)C2=NNC(=O)CC2)cc1S(=O)(=O)N1CCCCC1	-5	-12	nt	-0.1	-17	-1	4	-1	2	-8	2.2
Cc1c(NC(=O)NC2CCCCC2)cccc1[N+](=O)[O-]	7	14	-2	0.6	8	1	5	-4	-5	2	-0.9
N#Cc1c(-c2ccccc2)nc(N2CCN(Cc3ccccc3)CC2)[nH]c1=O	-6	-21	6	-0.4	-7	-2	1	-7	0	9	-1.6
COc1ccc(-n2nnc3c(=O)n(CC(=O)N4CCC(Cc5ccccc5)CC4)cnc32)cc1	-3	17	nt	0.1	1	-3	29	-3	-1	-7	0.0
Cc1cc(S(=O)(=O)Nc2ccc(C(=O)NCC(c3ccco3)N3CCCC3)cc2)ccc1F (configuration not stated)	-16	-18	3	1.1	-13	-9	9	-1	-3	0	2.7
O=C(OCc1nc2ccsc2c(=O)[nH]1)c1cccc(S(=O)(=O)N2CCOCC2)c1	-15	-12	23	0.9	-10	-3	nt	2	-1	-6	1.0
COc1cccc(CNc2ccccn2)c1O	-8	-33	2	-2.4	-4	4	4	6	-10	-6	0.5
O=c1c2ccccc2nc(-c2ccco2)n1Cc1ccccc1	-9	-5	-1	-1.2	-8	-1	nt	3	-10	3	0.6
CC(=O)NCC(=O)NC(C(=O)Nc1ccc2c(c1)OCCO2)c1ccccc1 (configuration not stated)	-23	-21	3	2.5	2	-3	14	2	1	0	3.3
Cc1c(C(=O)OC(C)C)sc(NC(=O)C2CCCO2)c1C(=O)OC(C)C (configuration not stated)	-4	0	-2	-2.7	-11	2	-26	-1	-2	-1	0.4
Cc1cccc(N2CC(C(=O)NCc3ccco3)CC2=O)c1C (configuration not stated)	-12	-3	0	1.5	3	1	7	5	-11	-10	-0.9
O=C(CSc1nnc(-c2cccs2)n1C1CC1)NC1CCS(=O)(=O)C1 (configuration not stated)	-15	-12	-6	-1.2	-2	-6	-20	-1	8	-5	-0.6
Cc1ccc(OCC(=O)Nc2cccnc2Cl)cc1C	-2	31	-2	0.9	-6	-6	2	-1	2	-9	0.6
CCCCCC(=O)N1CC2(CC)CN(C(=O)CCCCC)CC(CC)(C1)C2=O	0	nt	6	-2.1	2	1	2	1	17	-2	-0.7
O=C(NCC1CCCO1)c1csc2c1CCCCC2 (configuration not stated)	-10	-10	-1	1.3	2	-3	-1	2	nt	-6	3.2
CCN(C(=O)c1cc2c(=O)[nH]c3ccc(C)cc3c2s1)c1ccccc1F	-12	2	-3	-7.2	-2	-5	-7	-1	-5	-9	1.3
CC(C)N(CC(N)=O)c1ccc(S(=O)(=O)N2CCCC2)cn1	-14	-10	0	0.0	3	-6	-14	-2	-6	-8	-1.5
COc1ccc(OCCn2cc(C=O)c3ccccc32)cc1	1	-5	-4	-1.7	-1	-3	16	-6	-10	-3	-0.5
CC(C)OC(=O)C1C(=O)CC(C)(O)C(C(=O)OC(C)C)C1c1cccc([N+](=O)[O-])c1 (configuration not stated)	-8	15	0	-0.6	-3	2	-125	-2	6	0	0.9

Additional entries
structure	PvdQ acylase	Mot1-301 SUMO	NSD2 HMT inh	C-LANA FP	dFosB act	Keap1-Nrf2 PPI	PfHsp90 yeast 2	cardiac RTF act	Rtt109 HAT inh	Cardiac RTF inh	CDK5 p35 inh
CCCCn1c(CN2CCN(c3ccc(F)cc3)CC2)nc2c1c(=O)n(C)c(=O)n2C	0	-4	nt	-1.3	-2	-4	11	-1	0	-5	-0.3
Cc1c(-c2ccc(Cl)cc2Cl)nc2ccccc2c1C(=O)NCCN1CCOCC1	-9	0	2	0.7	-9	-4	-41	0	0	3	0.5
O=C(O)CCN1C(=O)C2C3CC(C2C1=O)C1C(c2ccccc2)c2sc(=O)[nH]c2SC31 (configuration not stated)	-18	6	-1	-0.3	-6	0	-64	0	-29	-14	1.2
COc1ccc(N2CCN(S(=O)(=O)c3ccc4c(c3)NC(=O)CS4)CC2)cc1	6	1	0	-1.6	12	1	-2	-8	15	-4	0.2
Cc1c(NC(=O)CSc2n[nH]c(=O)n2-c2ccccc2)c(=O)n(-c2ccccc2)n1C	-20	10	-3	-0.3	-4	-4	-7	0	-4	-19	-1.9
CC(=O)CCC(=O)N1CCCC(CNC(=O)c2ccc(-c3ccccc3)cc2)C1 (configuration not stated)	-13	nt	-5	-0.5	-4	-2	-6	2	1	-2	2.6
Cc1ccccc1CNC(=O)CCCn1ncn2c(cc3occc32)c1=O	-8	1	-1	0.6	-3	-1	-3	-2	5	-13	nt
NS(=O)(=O)c1cc2c(cc1Cl)NC(CSCc1ccccc1)=NS2(=O)=O	-9	-1	nt	1.7	9	1	-1	5	7	-11	0.5
Cc1cccc(S(=O)(=O)NCC2CCCO2)c1 (configuration not stated)	-2	nt	1	0.7	0	3	20	7	-11	-6	0.0
COc1ccc(Cl)cc1S(=O)(=O)NC(C)C(=O)NCc1ccncc1 (configuration not stated)	-3	66	7	0.5	-1	-2	-3	0	2	-32	0.5
COc1cc(/C=C/C=C2/CC/C(=C/C=C/c3ccc(O)c(OC)c3)C2=O)ccc1O	-13	nt	1	-1.3	-13	-8	-17	19	-11	-34	1.9
c1ccc2c(-c3nnc4n3CCCCC4)c[nH]c2c1	-9	25	5	1.1	-6	-2	-17	6	-1	-18	-2.3
CC(C)N1C(=S)SC2CS(=O)(=O)C=C21 (configuration not stated)	-3	2	0	-1.4	6	1	-6	2	22	6	-0.6
c1ccc(C(c2nnnn2C2CCCC2)N2CCCCCC2)nc1 (configuration not stated)	7	0	0	-0.2	-10	-6	-2	0	?	-5	-1.1
Cc1nc(NC(=O)c2ccc(-c3cc4ccccc4oc3=O)cc2)ccc1Br	8	-9	2	-0.1	4	-4	-12	5	-17	-4	2.6
CNC(=O)C12N=CNN=C1N(C)C(=O)N2C (configuration not stated)	-8	-2	0	-1.5	3	4	-16	3	-8	-8	-2.0
O=C(Nc1ccncc1)Nc1cccc(C(F)(F)F)c1	-5	-9	nt	-0.2	-16	5	19	-1	15	-2	-0.8
CCOc1ccc(NC(=O)COC(=O)c2cccnc2)cc1	0	-8	2	0.0	0	-7	nt	7	4	3	0.8
CCOC(=O)C1C(c2cc(OC)c(O)c(OC)c2)NC(=S)NC1(O)C(F)(F)F (configuration not stated)	-5	-11	0	2.9	1	-3	-6	6	5	-1	-1.3
CCOC(=O)Cc1cc(=O)[nH]c(=O)[nH]1	-13	0	1	0.5	-1	-1	-14	3	-5	0	-1.7
CCOc1ccccc1-c1nc(-c2ccc(C)nc2OC)no1	-6	-13	1	0.3	-29	-6	8	8	0	-8	-0.8
Cc1ccccc1OCc1nc(-c2ccc(NC(=O)c3ccc4c(c3)OCO4)cc2)no1	4	7	-2	-0.1	19*	-1	-12	-6	-4	0	0.1
CCOC(=O)c1[nH]ncc1CN1CCCC(C(=O)c2ccc(OC)c(OC)c2)C1 (configuration not stated)	-9	13	-1	-1.0	-10	0	-22	2	3	0	0.6
CCN1CCN(C(CNS(=O)(=O)c2cccs2)c2cccnc2)CC1 (configuration not stated)	6	4	16	-14	3	-1	7	1	2	-8	3.2
Cc1nnc(N/N=C/c2cc(C)n(-c3ccc(F)cc3)c2C)n1N	-3	17	16	-1.1	-8	0	-42	-6	16	-16	nt

Part of the list above, reformatted:
Values run as follows: PvdQ acylase	Mot1-301 SUMO	NSD2 HMT inh	C-LANA FP	dFosB act	Keap1-Nrf2 PPI	PfHsp90 yeast 2	cardiac RTF act	Rtt109 HAT inh	Cardiac RTF inh	CDK5 p35 inh
> NS(=O)(=O)c1cc2c(cc1Cl)NC(CSCc1ccccc1)=NS2(=O)=O
    -9	-1	nt	1.7	9	1	-1	5	7	-11	0.5
> Cc1cccc(S(=O)(=O)NCC2CCCO2)c1 (configuration not stated)
    -2	nt	1	0.7	0	3	20	7	-11	-6	0.0

Additional compounds follow:
structure	PvdQ acylase	Mot1-301 SUMO	NSD2 HMT inh	C-LANA FP	dFosB act	Keap1-Nrf2 PPI	PfHsp90 yeast 2	cardiac RTF act	Rtt109 HAT inh	Cardiac RTF inh	CDK5 p35 inh
COc1ccc(N=C/C=C2/C=C(c3ccccc3)OC(C)(C)O2)cc1	7	114	5	-1.6	-5	-6	29	0	nt	-12	-6.2
Cc1ccc(OCc2cc(C(=O)N3CCc4[nH]cnc4C3c3ccccn3)no2)cc1C (configuration not stated)	-9	-15	24	-2.1	-8	-5	6	7	6	-5	-0.2
COc1ccc(Oc2cnc3ccccc3n2)cc1	-9	-11	4	-0.6	-4	2	-17	-4	1	-6	0.7
Cc1cccc(NC(=O)c2cccnc2Cl)n1	-12	-8	2	-2.2	2	1	-28	2	-14	-5	0.4
COC(=O)COn1c(-n2nc(C)cc2C)nc2ccccc2c1=O	-10	1	3	0.2	7	-1	-1	5	-4	-5	0.8
O=C1[C@H]2[C@H](ON3CCCC[C@H]23)C(=O)N1c1ccc(Cl)cc1	-15	-14	-1	0.8	5	-5	-5	0	-3	-6	-1.5
COc1ccc(-c2c3c([nH]c(=S)c2C#N)CCC3)cc1	3	nt	-1	-1.4	-11	3	-32	-3	10	7	2.6
O=C(Cc1cccs1)Nc1cc(S(=O)(=O)N2CCCCC2)ccc1Cl	-21	7	nt	0.8	-3	0	5	-4	3	-4	-4.5
O=C(CC1NC2CCCCC2NC1=O)Nc1ccc2c(c1)OCO2 (configuration not stated)	-11	-17	4	-0.4	-2	-2	-18	4	-14	-5	0.3
CCOC(=O)C1(CCSC)NC(c2ccco2)C2C(=O)N(CC)C(=O)C21 (configuration not stated)	10	16	-3	0.3	1	1	3	1	5	4	-0.3
